Screening data deposited in PubChem by several laboratories.
ER stress rescue – protection against thapsigargin-triggered cell killing – 384-well, CSM14.1, ATP luminescence, primary screen (AID 1222) | 190,000 tested, under 10 active | CSM14.1 thapsigargin-induced death rescue, ATP luminescence; higher % means a stronger effect | cellular ATP content (survival), % at 20 µM; hits with a dose series show EC50 in µM;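 active means EC50 below 50 µM in the dose-response confirmation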;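 further: death triggered by thapsigargin at about 15 µM added after 2 h compound pretreatment; cell ATP read after overnight thapsigargin exposure of roughly 18 to 22 hours; normalized against plate controls of thapsigargin alone and 5% DMSO vehicle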
RSV antiviral HEp-2 – inhibition of RSV-induced cytopathic effect – HEp-2 cells, primary 10 µM value included (AID 2391); 0.13% of 310,000 active; HEp-2 cells, RSV-induced CPE inhibition; higher % means a stronger effect; CPE inhibition, % at 10 µM; hits with a dose series show IC50 in µM; in the data active means a potency from the dose series; further: strong numbers were not always called active
Salmonella PhoP GFP – PhoP-dependent GFP reporter repression – Salmonella Typhimurium, primary screen (AID 1863); 0.16% of 300,000 active; inhibition, % at 50 µM, or IC50 in µM where a hit was titrated; S. Typhimurium PhoP-regulated promoter GFP reporter, 4 h; higher % means a stronger effect;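 active means inhibition over 29.93%, a cutoff 3 SD above the screen mean, later confirmed by dose response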;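 further: 0% = low Mg2+ inducing control and 100% = high Mg2+ repressing control; strong numbers were not always called active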
LYP inhibition – inhibitors of LYP phosphatase, biochemical, fluorescence intensity, uHTS (AID 1779). recombinant LYP phosphatase, fluorescence intensity; higher % means a stronger effect. inhibition, % at 11.5 µM, or IC50 in µM where a hit was titrated. 0.054% of 290,000 active; in the data active means inhibition above about 50%;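 further: plate controls were vehicle with enzyme for no effect and no enzyme for full effect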
GPR35 antagonists – GPR35 antagonists blocking zaprinast-driven arrestin recruitment, primary screen, imaging, U2OS, beta-arrestin-GFP, zaprinast agonist (AID 2058); inhibition, % at 10 µM; hits with a dose series show IC50 in µM; 0.052% of 290,000 active; U2OS GPR35 beta-arrestin-GFP translocation imaging, zaprinast antagonism; higher % means a stronger effect;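 active means inhibition of at least 50% with at least 30 cells and total cytoplasm GFP at most 10,000,000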
NS5 inhibitors – flavivirus cap methylation enzyme inhibition – biochemical, confirmation dose response, primary screen (AID 588689) | 0.3% of 340,000 active | Dengue-2 NS5 methyltransferase capping enzyme assay, biochemical; higher % means a stronger effect | one-dose inhibition, % at 25 µM; IC50 in µM for titrated hits; in the data active means a potency from the dose series
West Nile virus CPE – inhibition of WNV-induced cytopathic effect – cell-based, CPE readout (AID 1621) | 0.02% of 290,000 active | West Nile virus-infected cells, CPE inhibition; higher % means a stronger effect | one-dose CPE inhibition, % at 10 µM; IC50 in µM for titrated hits; in the data active means a potency from the dose series; further: strong numbers were not always called active
MgcRacGAP inhibition – MgcRacGAP GTPase-activating activity inhibitors, confirmation, biochemical, ADP Hunter fluorescence | MgcRacGAP-stimulated Rac1 GTP hydrolysis, ADP Hunter fluorescence; higher % means a stronger effect; GST-tagged Rac1 F28L mutant substrate | inhibition, % at 30 µM, or IC50 in µM where a hit was titrated | 0.6% of 340,000 active | AID 624330;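 active means first-screen hits whose inhibition reached a set limit at any dose in the follow-up dose series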;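 further: fluorescence reports GDP produced by GAP-driven GTP hydrolysis; strong numbers were not always called active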
SV40 large T antigen – SV40 large T antigen inhibitors, biochemical (AID 1903); 0.39% of 310,000 active; inhibition, % at 20 µM, or IC50 in µM where a hit was titrated; SV40 large T antigen ATPase/helicase inhibition assay; higher % means a stronger effect; in the data active means a potency from the dose series; further: strong numbers were not always called active
NS5 inhibitors pilot replicate – also measured in NS5 inhibitors; calls as there; inhibition, %; measured here: pilot screen replicate inhibition
The depositor's hits bear a star; x = not tested or not shown; & = joins results of further samples.

SMILES | ER stress rescue | RSV antiviral HEp-2 | Salmonella PhoP GFP | LYP inhibition | GPR35 antagonists | NS5 inhibitors | West Nile virus CPE | MgcRacGAP inhibition | SV40 large T antigen | others
COC(=O)c1ccc2c(=O)[nH]c(CSc3nnc(C(F)(F)F)n3C)nc2c1 | 0.3% | 1.2% | -12% | -3% | 4% | 2% | -0.7% | 5% | 1%
CCOc1ccccc1NC(=O)c1ccc2nccnc2c1 | -4.0% | 0.5% | 16% | -4% | 20% | -8% | 0.1% | 4% | -1%
O=C(Nc1ccccc1Cl)Nc1ccnn1C1CCN(C(=O)c2cscn2)CC1 | x | 2.0% | -4% | -8% | 13% | -4% | 0.1% | 4% | 17%
CC(C(=O)Nc1sc2c(c1C(=O)NCC1CCCO1)CCC2)N1C(=O)c2ccccc2C1=O (centres undefined) | 1.2% | 0.2% | -6% | 1% | 20% | 1% | 0.5% | 0% | 5%
NC(=S)Nc1cc(Cl)cc(Cl)c1 | x | x | -4% | -7% | -5% | x | -0.7% | x | 11%
CC(=O)Cc1nsc(NC(=O)C2Cc3ccccc3C(=O)O2)n1 (centres undefined) | 0.6% | 0.7% | 7% | -8% | 6% | 3% | 0.1% | 5% | 11%
CC(C)(C)OC(=O)CNC(=O)c1nc[nH]c1C(=O)NCc1ccccc1 | x | 0.7% | 4% | -7% | -6% | -4% | -0.4% | 4% | 13%
CSc1ccccc1NC(=O)c1noc2c1CCC2 | -2.5% | 2.6% | -4% | -2% | -11% | 9% | -0.3% | 31% | 16%
CC(C)CCNC(=O)C(=O)NCc1ccccc1 | x | 1.5% | -7% | -10% | -6% | -2% | 0.4% | 11% | 5%
COc1cccc(S(=O)(=O)NCC(=O)N2CCCC2)c1 | x | 0.7% | -1% | -9% | 4% | -8% | -0.1% | 7% | 3%
Cc1ccc(C(=O)OCC(=O)NCc2cccs2)cc1C | -0.7% | 2.5% | -8% | 2% | -9% | -6% | 0.3% | 7% | -8%
COC(=O)Nc1ccc2c(c1)N(C(=O)CCN1CCN3CCCC3C1)c1ccccc1S2 (centres undefined) | -0.2% | -0.4% | -1% | -6% | 7% | -10% | 0.3% | 1% | 29% | NS5 inhibitors pilot replicate=3.5
CN(CC(=O)O)S(=O)(=O)c1cc(Cl)ccc1Cl | x | 1.8% | -1% | -3% | 20% | -1% | 0.0% | 2% | 3%
CC1CCCC/C1=N\Nc1ccc(S(N)(=O)=O)cc1[N+](=O)[O-] (centres undefined) | -0.7% | 3.0% | 9% | 3% | -2% | -1% | -0.4% | 3% | 10%
c1ccc2c(c1)ncc1cccn12 | 1.9% | 2.3% | 7% | -21% | 2% | -1% | 0.1% | 9% | 7%
CC(=O)c1ccc(NS(=O)(=O)c2ccc(N/C=C/C(=O)c3ccc(F)cc3)cc2)cc1 | x | 0.7% | 0% | 1% | 6% | -5% | 0.1% | 2% | 15%
CCN1CCN(CC(=O)Nc2ccc(Cl)c(Cl)c2)C(=O)C1=O | -1.4% | 1.4% | 14% | -2% | 0% | -4% | -0.1% | 7% | 6%
OC(CNCc1ccc(Cl)cc1)C(F)(F)F (centres undefined) | -0.5% | 0.5% | -2% | -5% | -13% | -9% | -0.8% | -10% | 21%
COc1ccc(CC(=O)N(c2ccccc2)c2nc(C)cs2)cc1 | 1.4% | 16% | 2% | 4% | 8% | -8% | -1.3% | 19% | -2%
CCc1nc2c(c(=O)[nH]1)C1(CCCC1)Cc1ccccc1-2 | 0.0% | -0.3% | -2% | 3% | 1% | -3% | -0.7% | 4% | 20%
COc1ccc(C(NC(=O)c2ccc(=O)[nH]c2)C(=O)Nc2ccc(C(C)C)cc2)cc1 (centres undefined) | -2.0% | 4.0% | -2% | -3% | -4% | 0% | 0.9% | 12% | 1%
COCCOC(=O)C1=C(C)NC(=O)NC1c1c(Cl)nc2c(C)cccn2c1=O (centres undefined) | -3.4% | 2.8% | -10% | -6% | -6% | x | 0.0% | x | 22%
COC(=O)c1ccc(OCC(O)CN2CCC(C)CC2)cc1 (centres undefined) | -0.8% | -2.3% | 9% | -9% | 4% | -4% | 0.3% | -5% | 0%
COc1ccc(NC(=S)N2CCCC2)c(OC)c1 | -1.3% | 1.4% | -1% | 5% | 1% | -2% | 0.0% | 4% | 7%
COCc1nc2oc3ccc(F)cc3c(=O)c2cc1C(=O)OC | x | 0.9% | -3% | -3% | -10% | 0% | 0.3% | x | 11%

Overlap with the part before: two entries; new compounds follow.
SMILES | ER stress rescue | RSV antiviral HEp-2 | Salmonella PhoP GFP | LYP inhibition | GPR35 antagonists | NS5 inhibitors | West Nile virus CPE | MgcRacGAP inhibition | SV40 large T antigen | others
COc1ccc(NC(=S)N2CCCC2)c(OC)c1 | -1.3% | 1.4% | -1% | 5% | 1% | -2% | 0.0% | 4% | 7%
COCc1nc2oc3ccc(F)cc3c(=O)c2cc1C(=O)OC | x | 0.9% | -3% | -3% | -10% | 0% | 0.3% | x | 11%
O=C(NCCCNC(=O)c1ccccn1)c1cccc(F)c1 | x | 0.1% | 3% | -11% | 22% | -6% | 0.3% | 5% | 4%
CCN(CC)c1nc2c(c(=O)n(C)c(=O)n2C)n1CCCc1ccccc1 | x | 0.5% | 1% | -8% | 1% | -3% | -1.4% | 6% | 15%
CCOC(=O)c1ccc(-n2c(CN3CCC(O)CC3)nc3ccc([N+](=O)[O-])cc3c2=O)cc1 | -0.5% | -0.4% | -7% | 2% | 0% | 0% | -0.1% | -7% | 16%
Cc1cccc(C)c1NC(=O)COC(=O)c1ccc2[nH]c3c(c2c1)CCCC3 | 2.4% | 5.4% | 10% | -6% | 2% | -10% | -0.5% | 5% | 7%
CC(=O)Nc1cccc(C(=O)OCN2C(=O)c3ccccc3C2=O)c1 | x | 0.5% | 2% | -8% | -9% | -4% | -0.2% | 13% | 11%
Cc1cc(C)c2nc(SCC(=O)N3CC(=O)Nc4ccccc43)c(C#N)cc2c1 | -4.3% | 0.6% | -2% | 3% | -11% | 21% | x | 4% | 21%
CSC1=NSC2=NC(=O)/C(=C/c3coc4ccc(O)cc4c3=O)C(=N)N12 | -2.3% | 0.1% | -15% | -7% | 5% | x | -0.7% | 14% | 18%
O=C(NCc1cccnc1)C1c2ccccc2C(=O)N1C1CCCCCC1 (centres undefined) | -1.3% | 0.5% | -1% | -10% | -2% | -10% | x | 9% | 7%
COc1ccc(-c2coc3cc(O)cc(O)c3c2=O)cc1 | -1.2% | 13% | 8%&-12% | -2% | -5% | -1% | -0.4% | 3% | 7%&13%
COc1ccc(-n2nc3c(N4CCC(C(=O)N5CCC(C)CC5)CC4)nnc(C)c3c2C)cc1 | x | 18% | -5% | -6% | 4% | -67% | -0.3% | 12% | 16%
CC1CN(C(=O)COc2ncnc3ccccc23)CC(C)O1 (centres undefined) | 1.0% | 0.8% | -10% | -5% | 4% | -2% | -0.2% | 6% | 7%
N#CCCn1c2ccccc2c2nc3ccccc3nc21 | -3.0% | 1.4% | 2% | 0% | -10% | -2% | 0.0% | 2% | 0%
Cc1ccccc1C(=O)Oc1cc(N)n(S(=O)(=O)c2ccccc2)n1 | x | -0.2% | -3% | -1% | 8% | -2% | 0.6% | 13% | 5%
CS(=O)(=O)NCCSCc1ccccc1 | -3.2% | -0.5% | 8% | -6% | 7% | x | 0.1% | 12% | 1%
CCc1nnc(NC(=O)CSc2nnc(Cc3cccn3C)n2C)s1 | 0.2% | -0.5% | 4% | -9% | 5% | -1% | 0.7% | 2% | 6%
CCN1CCN(CCCNC(=O)Cn2cc3c(n2)CCCC3)CC1 | -1.1% | 0.3% | -6% | -7% | -13% | -4% | -0.2% | 3% | 3%
Cc1nc(NC(=O)c2cnccn2)ccc1Br | x | 0.9% | -3% | -4% | -2% | 3% | 0.7% | 9% | 4%
O=C1/C(=C/c2ccccn2)SC(=S)N1c1cccc(O)c1 | x | 4.2% | -14% | -2% | -18% | -2% | -0.4% | 10% | 14%
OCCNCCO | x | 2.7% | 2% | -4% | 15% | -6% | -0.1% | -1% | 6%
CSc1c(C#N)c(N)c(C#N)c2c1COC(C)(C)C2 | -1.9% | 2.1% | 6% | -4% | 0% | -3% | x | 4% | -2%
CC(O)[C@H]1CNC(=O)C(=O)N1CCc1cccc2ccccc12 (some centres undefined) | x | -1.1% | -5% | -4% | -18% | 6% | 0.0% | 5% | 6%
CCOC(=O)C1CCN(C2=NC(=O)/C(=C/c3ccccc3OC)S2)CC1 | x | 1.7% | 3% | -2% | -6% | -3% | 0.0% | 6% | 3%
Cc1c(NC(=O)CCC2CCCCC2)cc(C(=O)N2CCOCC2)cc1[N+](=O)[O-] | 1.5% | -0.9% | 1% | -1% | -16% | -5% | -0.4% | 0% | 75%

14 structures from above, arranged by count of non-hydrogen atoms, ascending:
SMILES | ER stress rescue | RSV antiviral HEp-2 | Salmonella PhoP GFP | LYP inhibition | GPR35 antagonists | NS5 inhibitors | West Nile virus CPE | MgcRacGAP inhibition | SV40 large T antigen | others
c1ccc2c(c1)ncc1cccn12 | 1.9% | 2.3% | 7% | -21% | 2% | -1% | 0.1% | 9% | 7%
OC(CNCc1ccc(Cl)cc1)C(F)(F)F (centres undefined) | -0.5% | 0.5% | -2% | -5% | -13% | -9% | -0.8% | -10% | 21%
CN(CC(=O)O)S(=O)(=O)c1cc(Cl)ccc1Cl | x | 1.8% | -1% | -3% | 20% | -1% | 0.0% | 2% | 3%
CC(C)CCNC(=O)C(=O)NCc1ccccc1 | x | 1.5% | -7% | -10% | -6% | -2% | 0.4% | 11% | 5%
COc1cccc(S(=O)(=O)NCC(=O)N2CCCC2)c1 | x | 0.7% | -1% | -9% | 4% | -8% | -0.1% | 7% | 3%
COc1ccc(-c2coc3cc(O)cc(O)c3c2=O)cc1 | -1.2% | 13% | 8%&-12% | -2% | -5% | -1% | -0.4% | 3% | 7%&13%
O=C(NCCCNC(=O)c1ccccn1)c1cccc(F)c1 | x | 0.1% | 3% | -11% | 22% | -6% | 0.3% | 5% | 4%
CCN1CCN(CCCNC(=O)Cn2cc3c(n2)CCCC3)CC1 | -1.1% | 0.3% | -6% | -7% | -13% | -4% | -0.2% | 3% | 3%
CCc1nnc(NC(=O)CSc2nnc(Cc3cccn3C)n2C)s1 | 0.2% | -0.5% | 4% | -9% | 5% | -1% | 0.7% | 2% | 6%
CC(C)(C)OC(=O)CNC(=O)c1nc[nH]c1C(=O)NCc1ccccc1 | x | 0.7% | 4% | -7% | -6% | -4% | -0.4% | 4% | 13%
O=C(NCc1cccnc1)C1c2ccccc2C(=O)N1C1CCCCCC1 (centres undefined) | -1.3% | 0.5% | -1% | -10% | -2% | -10% | x | 9% | 7%
Cc1cc(C)c2nc(SCC(=O)N3CC(=O)Nc4ccccc43)c(C#N)cc2c1 | -4.3% | 0.6% | -2% | 3% | -11% | 21% | x | 4% | 21%
CC(=O)c1ccc(NS(=O)(=O)c2ccc(N/C=C/C(=O)c3ccc(F)cc3)cc2)cc1 | x | 0.7% | 0% | 1% | 6% | -5% | 0.1% | 2% | 15%
COc1ccc(-n2nc3c(N4CCC(C(=O)N5CCC(C)CC5)CC4)nnc(C)c3c2C)cc1 | x | 18% | -5% | -6% | 4% | -67% | -0.3% | 12% | 16%
